MRP1 act: activators of MRP-1; H69AR cells + doxorubicin, viability rescue, CellTiter-Glo; viability increase, % at 10 µM; hit rate 0.61% among 140,000; AID 799;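 active = viability gain under doxorubicin at or above a set limit, the compound median plus 3 SD, cut at about 4.7% in these data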;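 note: MRP-1 overexpressing cells given doxorubicin 25 µM after compound pretreatment; 18-22 h compound pretreatment then 72 h with doxorubicin before readout; 0% = doxorubicin-only wells and 100% = vehicle-treated cells without doxorubicin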
Yeast lifespan up: extends the lifespan of yeast | inhibition of the nicotinamide effect, % at 10 µM | hit rate 0.68% among 130,000 | S. cerevisiae growth with nicotinamide, OD615; deaD strain in restrictive glucose medium;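 active = inhibition above a set limit, placed 3 SD over the median of all compounds, cut at about 26% in these data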;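 note: 0% = nicotinamide-treated wells and 100% = cells grown without nicotinamide; some compounds called inactive have numbers as strong as hits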
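Assay system: DeaD-strain S. cerevisiae. Medium: CSMM-D glucose medium, restrictive. Reagent: nicotinamide, 1.5 mM, co-present with compound. Compound: 10 µM single point, 0.25% DMSO. Schedule: culture preincubation 4 h, compound exposure 48 h, both 30 °C. Detection: absorbance at 615 nm.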
PTEN del growth: PTEN-deleted cell growth suppression | HCT116 PTEN-null viability, CellTiter-Glo, 60 h; active compounds read low | viability, % at 10 µM | hit rate 1.2% among 140,000 | AID 827;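 active = viability at or below a set limit, 4 SD under the median of all tested compounds, cut at about 3.7% in these data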;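 note: PTEN knockout HCT116 line with beta catenin targeted HCT116 as companion control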
Measles CPE: protection of cells from measles virus. hit rate 1.5% among 140,000. protection (pct of control), % at 4 µM. AID 841. Measles virus-infected cells, CPE protection, absorbance; in the data active = protection mostly above about 24%, no sharp cut-off; inactive = mostly below about 26%; note: some compounds called inactive have numbers as strong as hits
E-sel TNF inh: TNF alpha driven E-selectin expression inhibition. inhibition, % at 2 µM. hit rate 0.71% among 120,000. HUVEC TNFa-induced E-selectin immunofluorescence, high content;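 active = inhibition above the batch mean plus 3 SD, and confirmed as a hit on visual image review, cut at about 43% in these data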;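 note: 0% = TNF-stimulated DMSO wells and 100% = unstimulated control wells; not every result past the cut was called active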
bCat KO growth: beta-catenin-lacking colon tumor cell growth suppression | HCT116 beta-catenin knockout viability, CellTiter-Glo, 60 h; active compounds read low | viability, % at 10 µM | hit rate 1.5% among 140,000 | AID 818;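 active = viability at or under a set limit, the compound median less 4 SD, cut at about 6% in these data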;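 note: 0% = Hyamine 1622 control at 20 µM and 100% = untreated cell control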
BB579 growth dn: reduces growth of yeast BB579 in restrictive medium. S. cerevisiae BB579 growth, OD615, 48 h. inhibition, % at 10 µM. hit rate 0.51% among 140,000;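 active = inhibition above a set limit, 3 SD over the mean compound inhibition, cut at about 44% in these data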; note: inactives centre near -24
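Assay system: S. cerevisiae DeaD strain BB579 yeast. Medium: CSMM-D restrictive synthetic medium containing dextrose (glucose). Times: 4 h cell preincubation, 48 h compound exposure, 30 °C humidified. Signal: OD615 turbidity measurement. Benchmarks: positive control amphotericin B 10 µg/mL.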
GALR2 antag: antagonists of human galanin receptor 2 (GALR2) | AID 828 | GALR2-expressing cells, antagonist mode | hit rate 0.39% among 140,000 | inhibition, % at 4 µM; in the data active = inhibition above about 27%;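 note: cells stimulated with galanin 1-16 at roughly its EC80; 0% = agonist challenge control and 100% = basal control without agonist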
Target sequence (O43603 whole entry, looked up): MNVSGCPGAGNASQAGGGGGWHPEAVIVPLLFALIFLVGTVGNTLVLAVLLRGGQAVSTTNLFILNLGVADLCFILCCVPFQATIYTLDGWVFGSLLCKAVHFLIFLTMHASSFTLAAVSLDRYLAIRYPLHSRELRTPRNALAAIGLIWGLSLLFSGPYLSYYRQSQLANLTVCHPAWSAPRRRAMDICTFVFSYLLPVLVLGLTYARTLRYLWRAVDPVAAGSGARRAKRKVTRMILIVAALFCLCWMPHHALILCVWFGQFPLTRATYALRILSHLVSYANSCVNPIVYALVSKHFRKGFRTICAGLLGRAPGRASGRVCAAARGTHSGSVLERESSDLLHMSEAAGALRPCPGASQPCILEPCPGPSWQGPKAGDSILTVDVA
Phagocytosis inh: macrophage phagocytosis inhibition; inhibition, % at 5 µM; J774A.1 macrophage IgG-bead phagocytosis, imaging; hit rate 0.07% among 110,000; AID 1029;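 active = inhibition above the mean of the plate negative controls plus 5 SD, cut at about 13% in these data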;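 note: phagocytic index as fraction of beads internalized from green versus red external bead signal; plate controls were DMSO negative control for no effect and cytochalasin-D positive control for full effect; some results beyond the cut were filed as inactive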
NPY Y2 blocker: NPY-Y2 (human) receptor antagonism | NPY-Y2 expressing cells, antagonist mode | hit rate 0.99% among 140,000 | AID 793 | inhibition, % at 2.7 µM | P49146; in the data active = inhibition above about 17%;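 note: 0% = vehicle with agonist challenge and 100% = reference antagonist with challenge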
Target sequence (P49146 whole entry, looked up): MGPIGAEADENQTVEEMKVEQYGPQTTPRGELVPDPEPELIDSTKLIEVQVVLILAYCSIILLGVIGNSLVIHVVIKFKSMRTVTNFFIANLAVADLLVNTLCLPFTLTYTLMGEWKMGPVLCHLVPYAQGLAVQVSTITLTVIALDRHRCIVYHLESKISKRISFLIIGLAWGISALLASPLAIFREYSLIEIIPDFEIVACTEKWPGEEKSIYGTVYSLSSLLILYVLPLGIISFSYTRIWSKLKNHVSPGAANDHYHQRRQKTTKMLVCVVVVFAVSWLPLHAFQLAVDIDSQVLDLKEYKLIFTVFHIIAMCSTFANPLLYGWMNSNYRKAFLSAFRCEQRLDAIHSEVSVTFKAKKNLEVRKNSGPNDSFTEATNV
Starred values were filed as active, the others as inactive; . = no result given.

Values in the order – MRP1 act | Yeast lifespan up | PTEN del growth | Measles CPE | E-sel TNF inh | bCat KO growth | BB579 growth dn | GALR2 antag | Phagocytosis inh | NPY Y2 blocker
OC(c1ccc2c(c1)OCO2)c1nccc2ccccc12 (centres undefined)
    -1.7 | 4 | 96 | 8 | 72* | 93 | -36 | -7 | -1 | 1
C=CCOC(=O)c1sc(NC(=O)c2ccco2)nc1C
    -1.1 | -10 | 88 | 6 | -17 | 99 | -82 | -1 | -1 | 9
Cc1ccc(COn2c(-c3ccc(Cl)cc3Cl)nc3ncccc32)cc1
    -2.4 | -7 | 61 | 13 | -7 | 67 | -25 | 0 | -1 | 9
O=C(N/N=C/C=C/c1ccco1)c1cccc([N+](=O)[O-])c1
    -3.2 | 1 | 91 | 1 | . | 84 | -35 | -13 | -2 | 0
O=C(CCC1COc2ccccc2O1)N1CCCC1 (centres undefined)
    -1.6 | -18 | 90 | 14 | 19 | 88 | -26 | 5 | -2 | 2
Cc1ccc(N2CC(C(=O)NCc3ccccn3)CC2=O)cc1 (centres undefined)
    -1.9 | -5 | 91 | 33 | 8 | 104 | -1 | 2 | -2 | -1
COC(=O)Cn1cnc2ccccc2c1=O
    -2.3 | -3 | 100 | 2 | -13 | 102 | 7 | 6 | -1 | 3
O=c1[nH]c2cccc(Cl)c2n(CCNc2ncc(C(F)(F)F)cc2Cl)c1=O
    3.4 | -10 | 71 | 7 | -16 | 67 | 14 | 12 | -1 | 4
CCOc1ccccc1NC(=O)c1ccc2nccnc2c1
    -1.2 | -15 | 97 | 18 | -17 | 107 | -9 | 6 | -3 | 0
COc1ccc(-c2nc(C(N)=O)c3[nH]c(=O)n(-c4ccccc4OC)c3n2)c(OC)c1
    -3.7 | -5 | 63 | 11 | 27 | 75 | -21 | -10 | 0 | 2
Cc1ccc2c(c1)N(CCC(=O)NC(C)C)C(=O)CO2
    -0.4 | -5 | 101 | 4 | 0 | 97 | -36 | -7 | -1 | 1
COc1ccc(NC2CS(=O)(=O)CC2NCc2ccco2)cc1 (centres undefined)
    -3.1 | -9 | 93 | 32 | . | 81 | -3 | 9 | -3 | 5
O=C(CCN1C(=O)c2ccc([N+](=O)[O-])cc2C1=O)Nc1cccc(O)c1
    -1.2 | 5 | 91 | 27 | -9 | 90 | -34 | 2 | -13 | 4
Cc1ccc2c(c1)CC1(CN2C)C(=O)OC(C)(C)OC1=O
    -1.2 | -9 | 101 | 3 | -26 | 98 | 25 | 12 | . | 1
COc1ccc(OCC(=O)NNC(=O)C(=O)N2CCCC2)cc1
    0.4 | 1 | 101 | 10 | . | 93 | -6 | 11 | -13 | 6

Reprinted at random: 7 entries already listed
Values in the order – MRP1 act | Yeast lifespan up | PTEN del growth | Measles CPE | E-sel TNF inh | bCat KO growth | BB579 growth dn | GALR2 antag | Phagocytosis inh | NPY Y2 blocker
O=C(N/N=C/C=C/c1ccco1)c1cccc([N+](=O)[O-])c1
    -3.2 | 1 | 91 | 1 | . | 84 | -35 | -13 | -2 | 0
COc1ccc(OCC(=O)NNC(=O)C(=O)N2CCCC2)cc1
    0.4 | 1 | 101 | 10 | . | 93 | -6 | 11 | -13 | 6
Cc1ccc2c(c1)N(CCC(=O)NC(C)C)C(=O)CO2
    -0.4 | -5 | 101 | 4 | 0 | 97 | -36 | -7 | -1 | 1
Cc1ccc2c(c1)CC1(CN2C)C(=O)OC(C)(C)OC1=O
    -1.2 | -9 | 101 | 3 | -26 | 98 | 25 | 12 | . | 1
C=CCOC(=O)c1sc(NC(=O)c2ccco2)nc1C
    -1.1 | -10 | 88 | 6 | -17 | 99 | -82 | -1 | -1 | 9
O=C(CCC1COc2ccccc2O1)N1CCCC1 (centres undefined)
    -1.6 | -18 | 90 | 14 | 19 | 88 | -26 | 5 | -2 | 2
COc1ccc(-c2nc(C(N)=O)c3[nH]c(=O)n(-c4ccccc4OC)c3n2)c(OC)c1
    -3.7 | -5 | 63 | 11 | 27 | 75 | -21 | -10 | 0 | 2

(listing goes on)
Values in the order – MRP1 act | Yeast lifespan up | PTEN del growth | Measles CPE | E-sel TNF inh | bCat KO growth | BB579 growth dn | GALR2 antag | Phagocytosis inh | NPY Y2 blocker
CCOC(=O)CNC(=O)c1cn(CC)c(=O)c2cc(OC)c(OC)cc12
    -0.1 | -5 | 108 | 8 | -39 | 107 | -75 | -1 | -1 | 0
Cc1ccc(S/C=C\C(=O)c2ccccc2)cc1
    -2.8 | 12 | 71 | 22 | -2 | 13 | 10 | -8 | 0 | 2
O=C(COc1nc2ccccc2nc1N1CCOCC1)N1CCc2ccccc21
    -1.1 | -2 | 54 | 1 | -1 | 37 | -48 | -8 | 1 | -3
CN(C)c1ccc(/C=C(/C#N)C(=O)NCc2ccccc2)o1
    2.5 | 2 | 99 | 2 | . | 94 | -22 | 2 | -8 | 0
NC(=O)c1ccc(C(F)(F)F)n(Cc2ccc(Cl)cc2)c1=O
    -3.8 | -5 | 77 | 3 | -24 | 89 | -33 | -4 | 2 | 2
c1csc(C2Nc3ccccc3-c3nc4ccccc4n32)c1 (centres undefined)
    -0.5 | -4 | 66 | 5 | . | 85 | -23 | -14 | -6 | 4
CC(C)C1OC2c3cccc4cccc(c34)C2N1c1ccccc1 (centres undefined)
    -5.4 | . | 65 | 5 | -16 | 59 | -9 | 3 | . | -2
Cc1cccc2cc(CN(Cc3ccco3)C(=O)c3cccs3)c(=O)[nH]c12
    -0.8 | -9 | 88 | 6 | 8 | 82 | -10 | 2 | -1 | 6
COCCn1c(SCC(=O)Nc2cc(C)on2)nnc1-c1ccco1
    -1.8 | -3 | 107 | 24 | 6 | 94 | -50 | -2 | 0 | 2
CCOC(=O)c1c(C)[nH]c(C=Nc2ccc(OC)cc2)c1O
    -3.7 | . | 103 | 35 | -3 | 89 | -21 | 6 | . | 7
Cc1cccc(-c2nc(CSCC(=O)N3CCN(Cc4ccc5c(c4)OCO5)CC3)c(C)o2)c1
    -3.1 | -20 | 18 | 6 | . | 12 | -11 | -8 | -1 | 4
CCOC(=O)C1CCCN(S(=O)(=O)c2ccccc2)C1 (centres undefined)
    -2.5 | -19 | 96 | 8 | 3 | 89 | 7 | -1 | 2 | 5
CN(C)CCN(Cc1ccccc1)c1ccccn1
    -0.6 | 11 | 89 | 16 | . | 90 | -52 | 17 | . | 2
CN(CC(=O)NCc1cccc(F)c1)C(=O)c1ccco1
    -1.1 | 23 | 90 | 3 | 20 | 95 | -11 | 10 | -3 | 1
COc1cc(-c2cc(N3C(=O)Nc4ccccc4N3O)n[nH]2)cc(OC)c1OC
    -0.5 | 4 | 104 | 14 | 8 | 82 | -46 | -5 | -9 | 0
CC[N+](C)(C)Cc1ccccc1Br
    -0.5 | 9 | 99 | 62 | . | 98 | -62 | 5 | . | 0
COCCSc1nnc(NS(=O)(=O)Cc2ccccc2)s1
    -0.9 | -5 | 88 | 1 | -10 | 104 | -48 | 7 | -2 | -2
O=C(OC[C@@H]1CCCN2CCCC[C@H]12)c1cc2ccccc2oc1=O
    -1.5 | -3 | 102 | 17 | 1 | 104 | -21 | 8 | -2 | 2
O=C(Nc1ccccc1)C1CC(=O)N(c2ccc3c4c(cccc24)CC3)C1 (centres undefined)
    0.0 | -8 | 89 | 13 | 30 | 91 | -36 | -7 | -1 | 0
Oc1c(Br)cc2oc3c(c2c1CNCc1ccccc1)CCCC3
    -0.1 | -11 | 86 | 19 | 29 | 83 | -49 | 1 | 0 | 9
COC(=O)CN(n1cnnc1)S(=O)(=O)c1ccccc1Cl
    -0.4 | -18 | 92 | 5 | 10 | 102 | -27 | -10 | -2 | 0
CN=C(Nc1ccc(Cl)cc1)c1ccc(C(F)(F)F)cc1
    -3.3 | -17 | 71 | 2 | 10 | 68 | -4 | 1 | . | 9
CC1(C)Cc2ccccc2-c2nnc(SCC(=O)N3CCN(c4ccccc4)CC3)n21
    0.8 | -14 | 38 | 4 | -3 | 39 | -38 | -1 | 0 | 5
CSc1oc(-c2ccco2)nc1S(=O)(=O)c1ccc(Br)cc1
    -2.7 | -2 | 83 | 9 | 8 | 86 | -16 | 14 | -2 | 4
C=CCc1ccccc1OCC(O)Cn1ccnc1C (centres undefined)
    -3.2 | 8 | 80 | 5 | -41 | 67 | -8 | -7 | -1 | 6
CC1CCN(c2nc3ccc(C(=O)N4CCN(Cc5ccccc5)CC4)cc3s2)CC1
    0.1 | -6 | 34 | 6 | 10 | 35 | -14 | 0 | . | 1
COc1ccc(C(C)=O)cc1CSc1nnc2c(Cl)cc(Cl)cn12
    -1.3 | 5 | 98 | 7 | -8 | 105 | -49 | -5 | -2 | 1
Cc1noc(C)c1S(=O)(=O)N1CCC(C(=O)N(C)Cc2ccccc2)CC1
    -2.8 | -11 | 98 | 14 | 19 | 87 | -17 | -11 | . | -1
Cc1ccc(S(=O)(=O)N2CCC(C(=O)OCc3ccc([N+](=O)[O-])cc3)CC2)cc1
    -2.5 | 7 | 80 | 14 | . | 91 | -34 | 7 | 15 | 4
COc1nc(N=C(N)N)nc2ccc(C)cc12
    -1.2 | 1 | 59 | 16 | 15 | 57 | -40 | -31 | 3 | 1
COC(=O)c1[nH]c2cc(OC)ccc2c1NC(=O)CN1CCOCC1
    -2.0 | 2 | 90 | 4 | -29 | 89 | -20 | -9 | . | 6
CCOC(=O)c1ccc(NC(=O)CN2CCc3ccccc3C2)cc1
    -4.5 | 0 | 82 | 3 | -4 | 85 | -27 | -4 | 2 | 11
CCc1nnc(NC(=O)C(CC)c2ccccc2)s1 (centres undefined)
    1.6 | -1 | 95 | 12 | . | 84 | -38 | 3 | -2 | 7
COc1ccc(/C=C2\NC(=O)C(C=NCc3ccccc3)=C2O)cc1
    0.4 | 7 | 89 | 3 | . | 98 | -17 | 7 | -5 | -1
O=C(O)CCCNCc1ccccc1F
    -1.5 | -3 | 92 | 15 | 19 | 90 | -12 | -3 | -1 | 2
CCOC(=O)c1cc(NC(=O)N(C(C)C)C(C)C)c(C)nc1C
    1.4 | -8 | 100 | 8 | . | 106 | -24 | -10 | . | 1
O=C(Nc1cccn2ncnc12)c1ccc(Cl)cc1
    -0.3 | -21 | 83 | 32 | 43* | 102 | -29 | -15 | 2 | 1
CN(C)/C=C(/C#N)C(=O)c1cccc(Oc2ccc(C(C)(C)C)cc2)c1
    -0.6 | 2 | 89 | 20 | -2 | 90 | -68 | -9 | -1 | -2
CN(C(=O)Nc1ccccc1)C1CCS(=O)(=O)C1 (centres undefined)
    -1.2 | . | 100 | 6 | . | 91 | -38 | -7 | . | -2

Rows were taken by chance; 6.3% or so of the library scored in one or more.
